CCR6 antag = CCR6 (human) receptor antagonism; CHO-K1 CCR6 PathHunter beta-arrestin, luminescence, CCL20-stimulated; inhibition, % at 20 µM; 340,000 tested, 0.49% active; AID 493098;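 active = compounds whose inhibition of the agonist-driven luminescence signal at 20 µM reaches about 50%, limit read from the data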;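 note: cells stimulated with CCL20 at 14 nM final; plate controls were DMSO with CCL20 for no effect and DMSO without agonist for full effect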
Target sequence (P51684 whole entry, looked up): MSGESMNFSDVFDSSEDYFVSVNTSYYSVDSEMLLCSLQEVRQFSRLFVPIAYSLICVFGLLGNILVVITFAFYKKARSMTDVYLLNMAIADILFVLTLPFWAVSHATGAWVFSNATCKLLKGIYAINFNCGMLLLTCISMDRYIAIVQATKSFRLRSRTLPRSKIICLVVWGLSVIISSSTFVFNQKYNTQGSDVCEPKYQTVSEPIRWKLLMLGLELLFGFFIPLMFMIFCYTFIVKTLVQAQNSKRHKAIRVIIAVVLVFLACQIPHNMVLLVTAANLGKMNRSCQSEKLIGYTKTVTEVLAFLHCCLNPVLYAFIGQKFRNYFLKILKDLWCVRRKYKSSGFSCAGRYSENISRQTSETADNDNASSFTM
UPR XBP1 act = adaptive UPR (XBP1) activation; CHO-XBP1 luciferase reporter, IRE1-XBP1 UPR activation, luminescence; percent of tunicamycin response, DMSO as zero; AID 463104; 330,000 tested, 0.33% active; activation, % at 20 µM;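 active = versus positive control, 20 µM dose yields 30% or more activation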;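 note: 100% = tunicamycin at 10 µg/mL and 0% = DMSO only wells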
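Material – CHO cell line with stable XBP1 luciferase reporter · Buffer or medium – F12 plus 10% FBS · Compound – single point, 20 µM final compound, 1% DMSO · Schedule – 16-18 h cell attachment at 37 °C, then 6 h compound exposure · Signal – Steady-Glo luminescence read · Benchmarks – high control tunicamycin 10 µg/mL final, low control DMSO vehicle only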
CHOP UPR activ = activators of apoptotic arm of unfolded protein response (CHOP). CHO-CHOP luciferase reporter, UPR activation, luminescence; percent of tunicamycin response over DMSO baseline. activation, % at 10 µM. 330,000 tested, 0.34% active. AID 449763;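 active = at 10 µM dose, activation of 40% or more, normalized to positive control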;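 note: 100% = tunicamycin at 10 µg/mL and 0% = DMSO alone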
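Test system: CHO CHOP reporter cells. Input: 500 CHO-CHOP cells per well. Medium: F12 with 10% FBS. Technique: luciferase luminescence. Measure: percent activation relative to tunicamycin control. Dosing: 10 µM compound, 0.5% DMSO. Timing: 16-18 h cell attachment, then 6 h compound exposure, 37 °C.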
CXCR6 inh = blocks human CXCR6 beta-arrestin recruitment; inhibition, % at 20 µM; O00574; 360,000 tested, 0.36% active; CHO-K1 PathHunter CXCR6 beta-arrestin, luminescence; in the data active = inhibition above about 34%, passing the limit was not always enough;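 note: antagonist mode with CXCL16 agonist at 10 nM final; 0% = 10 nM CXCL16 with DMSO and 100% = unstimulated wells without agonist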
Target sequence (O00574 whole entry, looked up): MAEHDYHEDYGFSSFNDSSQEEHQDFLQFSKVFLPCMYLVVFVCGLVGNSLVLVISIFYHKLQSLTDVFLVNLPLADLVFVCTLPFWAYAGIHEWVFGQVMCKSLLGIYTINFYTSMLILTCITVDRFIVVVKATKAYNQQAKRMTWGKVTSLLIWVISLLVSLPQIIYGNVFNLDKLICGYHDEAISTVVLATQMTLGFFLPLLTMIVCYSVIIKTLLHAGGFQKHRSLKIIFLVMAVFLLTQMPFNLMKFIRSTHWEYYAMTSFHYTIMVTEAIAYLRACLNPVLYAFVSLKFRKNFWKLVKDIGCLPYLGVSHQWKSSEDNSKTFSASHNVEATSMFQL
697 NFkB inh = lowers PMA/ionomycin-induced NF-kB signal in 697 B cells. 697 B-cell NF-kB luciferase reporter, 16 h. inhibition, % at 4 µM. 330,000 tested, 0.33% active. AID 435022; in the data active = inhibition above about 35%
Mdm2 MdmX PPI = inhibitors of human Mdm2/MdmX interaction. AID 485346. SaOS-2 split-luciferase Mdm2/MdmX complementation, luminescence. 330,000 tested, 3% active. inhibition, % at 8 µM;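 active = inhibition of at least 50% at 8 µM in the primary screen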
Gli-Sufu block = blocks Gli-Sufu signaling in a luciferase reporter; Sufu-KO-LIGHT fibroblasts, Gli luciferase reporter luminescence; inhibition, % at 5 µM; 340,000 tested, 0.74% active; AID 588413;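 active = inhibition above about 55%, limit read from the data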;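 note: 0% = DMSO-treated cells and 100% = wells with medium but no cells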
Jurkat NFkB inh = lowers PMA/ionomycin-induced NF-kB signal in Jurkat cells; inhibition, % at 4 µM; 330,000 tested, 0.53% active; PMA/ionomycin-induced NF-kB luciferase reporter, luminescence; in the data active = inhibition above about 50%
EBI2 antag = blocks human EBI2 receptor beta-arrestin signaling; P32249; EBI2 beta-arrestin recruitment, luminescence, 7a,25-OHC stimulated; inhibition, % at 5 µM; 360,000 tested, 0.81% active; AID 651636; in the data active = inhibition above about 38%;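 note: enzyme fragment complementation signal reports receptor beta-arrestin coupling in cells; 0% = agonist plus DMSO wells and 100% = wells without agonist; some results beyond the cut were filed as inactive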
Target sequence (P32249 whole entry, looked up, the tested form may be a part): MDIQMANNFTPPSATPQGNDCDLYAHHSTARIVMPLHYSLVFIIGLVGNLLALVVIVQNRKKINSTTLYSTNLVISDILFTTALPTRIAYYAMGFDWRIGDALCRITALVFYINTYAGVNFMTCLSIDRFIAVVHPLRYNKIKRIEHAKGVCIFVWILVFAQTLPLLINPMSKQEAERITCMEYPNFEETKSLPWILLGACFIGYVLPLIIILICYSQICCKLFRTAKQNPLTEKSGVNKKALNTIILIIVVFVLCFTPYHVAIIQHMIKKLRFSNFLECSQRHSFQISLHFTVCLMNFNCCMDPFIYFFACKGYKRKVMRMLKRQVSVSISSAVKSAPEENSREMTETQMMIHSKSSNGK
* marks the source's active call; other numbers are inactive results; · = not tested or not shown.

SMILES,CCR6 antag,UPR XBP1 act,CHOP UPR activ,CXCR6 inh,697 NFkB inh,Mdm2 MdmX PPI,Gli-Sufu block,Jurkat NFkB inh,EBI2 antag
COCCNC(=S)NNc1cccc(C(=O)O)c1,4,-4,0.8,0,-5,8,·,12,-10
CCC(C)NC(=O)N[C@@H](CCSC)C(=O)O (some centres not stated),11,-6,-2.6,-2,10,24,26,12,-9
CCCn1c(CCc2ccccc2)n[nH]c1=S,-1,-3,0.5,-8,11,27,-7,-12,-4
O=C(NC1CC(=O)N(c2ccc(Cl)cc2)C1)C1CC1 (configuration not stated),-8,-2,0.6,10,25,18,0,3,15
O=C(O)c1ccc2c(c1)-c1nc3ccccc3n1C2=O,-21,-2,2.2,-8,1,48,2,7,-4
CN(C)c1ccc(C(C(=O)NCc2ccccc2)N(Cc2ccco2)C(=O)c2snc(C(N)=O)c2N)cc1 (configuration not stated),9,·,·,13,·,·,25,·,-44
Cc1ccc(NC(=O)c2cc(S(=O)(=O)N3CCc4ccccc43)cn2C)cc1C,-7,-4,1.3,-2,0,55*,2,-3,25
Cc1ccnn2cc3c(=O)n(C)c(=O)n(C)c3c12,·,2,1.9,·,29,0,·,-4,·
COc1ccc(CCNC(=O)Cn2c(=O)c3cccn3c3cccnc32)c(OC)c1OC,-5,-4,-1.1,-3,-21,18,-23,-11,-3
O=C(Nc1ccc(F)c(F)c1)C1=COCCO1,-4,1,0.1,3,6,13,-2,-3,3
CC(=O)C[C@@H](O)CC(=O)[C@H]1OC(=O)CCCCCc2ccccc21,14,-1,-0.9,-1,7,-1,-10,7,-4
COc1ccc(NC(=O)CC(c2ccc(F)cc2)c2ccc(OC)cc2)cc1 (configuration not stated),10,-2,1.3,4,-2,12,9,-14,19
C=CCNC(=O)/C(C#N)=C/c1c(N2CCN(c3cccc(Cl)c3)CC2)nc2c(C)cccn2c1=O,10,-1,1.3,19,3,20,16,-3,6
CN1C(CC(=O)Nc2ccc(Cl)cc2Cl)c2ccccc2CC1(C)C (configuration not stated),28,-2,-0.5,10,-15,27,23,17,1
COc1ccc(C(=O)NC(C)c2nnc(SCC(=O)NC3=NCCS3)n2C)cc1 (configuration not stated),-6,0,1.1,-3,-15,-13,0,-7,-13
COc1cc(C2c3sc(=O)[nH]c3SC3C(=O)N(c4ccc(Br)cc4)C(=O)C32)ccc1O (configuration not stated),0,-1,0.9,6,22,14,2,0,14
CCn1c(=O)c(C(=O)NCc2ccc3c(c2)OCO3)c(O)c2ccccc21,-7,-2,1.2,2,24,13,4,10,-3
COc1ccc(NC(=O)C(C)N2CCN(C)CC2)cc1 (configuration not stated),12,-4,-0.9,9,-8,-10,25,25,-12
Cc1ccc(C)c(N(C(=O)Cn2nnc(-c3cccs3)n2)C(C(=O)NC2CCCC2)c2ccncc2)c1 (configuration not stated),10,3,-1.3,-1,-1,10,7,11,7
CCCCOCCCNC(=O)c1ccc(OCC)cc1,8,-2,0.1,-2,7,-11,-5,0,1
COc1ccc(COC(=O)c2ccc(S(=O)(=O)N3CCCCC3)cc2)cc1OC,-3,-1,-1.1,0,8,11,0,-3,1
NC(=O)C1CCCN(S(=O)(=O)c2ccccc2)C1 (configuration not stated),4,-2,-0.7,-3,-25,-24,3,-25,0
CCOC(=O)C(O)(CC(=O)Nc1cc(F)ccc1C)C(F)(F)F (configuration not stated),-12,2,1.4,-7,3,10,1,-1,-5
CC1(C(=O)NC2CCCCC2)CCC(=O)N1Cc1ccc2c(c1)OCO2 (configuration not stated),10,0,-0.7,9,3,6,4,-10,-4
CC(C)C[C@H](NC(=O)c1nc[nH]c1C(=O)N1CCN(c2ccccc2)CC1)C(=O)OCc1ccccc1,9,-3,1.2,-1,12,18,0,10,-7

3 of these compounds in a different format:
> Cc1ccc(C)c(N(C(=O)Cn2nnc(-c3cccs3)n2)C(C(=O)NC2CCCC2)c2ccncc2)c1 (configuration not stated)
  CCR6 antag = 10
  UPR XBP1 act = 3
  CHOP UPR activ = -1.3
  CXCR6 inh = -1
  697 NFkB inh = -1
  Mdm2 MdmX PPI = 10
  Gli-Sufu block = 7
  Jurkat NFkB inh = 11
  EBI2 antag = 7

> COc1ccc(COC(=O)c2ccc(S(=O)(=O)N3CCCCC3)cc2)cc1OC
  CCR6 antag = -3
  UPR XBP1 act = -1
  CHOP UPR activ = -1.1
  CXCR6 inh = 0
  697 NFkB inh = 8
  Mdm2 MdmX PPI = 11
  Gli-Sufu block = 0
  Jurkat NFkB inh = -3
  EBI2 antag = 1

> COc1cc(C2c3sc(=O)[nH]c3SC3C(=O)N(c4ccc(Br)cc4)C(=O)C32)ccc1O (configuration not stated)
  CCR6 antag = 0
  UPR XBP1 act = -1
  CHOP UPR activ = 0.9
  CXCR6 inh = 6
  697 NFkB inh = 22
  Mdm2 MdmX PPI = 14
  Gli-Sufu block = 2
  Jurkat NFkB inh = 0
  EBI2 antag = 14

(cont.)
SMILES,CCR6 antag,UPR XBP1 act,CHOP UPR activ,CXCR6 inh,697 NFkB inh,Mdm2 MdmX PPI,Gli-Sufu block,Jurkat NFkB inh,EBI2 antag
CCONC(=O)Nc1ccccc1[N+](=O)[O-],-9,0,-0.5,-11,-12,-15,-7,8,-3
CC(NCC(=O)NCCc1ccc(S(N)(=O)=O)cc1)c1ccc(F)cc1 (configuration not stated),11,-2,2.3,0,-27,-10,-10,2,-1
CC(=O)N1CCc2cc(S(=O)(=O)NC(Cc3ccccc3)C(=O)NC3CCCCCC3)ccc21 (configuration not stated),15,-3,-0.7,4,14,6,7,-9,-5
CC1CCCN(C(=O)c2ccc3c(=O)n(Cc4ccc5c(c4)OCO5)c(=S)[nH]c3c2)C1 (configuration not stated),37,-4,-0.8,17,-17,0,11,15,22
N#CCN1C(=S)N=C(Nc2cccc(Cl)c2)C12CCCCC2,6,4,-2.2,-11,10,22,-6,-6,-5
COc1cccc(/C=C/C(=O)Nc2cc(S(=O)(=O)N3CCOCC3)ccc2OC)c1,2,1,-0.2,0,-7,4,-3,-6,2
Cn1cc(-c2nnc(-c3ccccc3)o2)c2ccccc21,10,0,2.4,-6,-223,-270,-127,-135,-6
COC(=O)c1cc(C(=O)Nc2cc(C)on2)cc([N+](=O)[O-])c1,-13,-1,1.7,-18,-10,11,25,13,-11
C=CCOc1c(Cl)cc(C(=S)N2CCCC2)cc1OCC,10,2,-2.3,-2,-2,58*,1,10,1
COc1ccc(CNC(=O)c2nn(-c3ccccc3)cc2OC)cc1,-11,1,1.7,-4,0,7,3,-9,2
Cc1sc2nc(SCC(=O)NCc3ccco3)n(Cc3ccccc3)c(=O)c2c1C,-5,-7,-1.2,11,26,15,-3,-19,11
CN(Cc1ccn[nH]1)C(=O)C1CCC(=O)N(Cc2cccc(C(F)(F)F)c2)C1 (configuration not stated),23,-6,0.2,0,-22,17,3,-3,6
COc1cc2nc(N(CCN(C)C)C(=O)c3ccc4ccccc4c3)sc2cc1OC,16,-1,0.8,-7,-6,0,45,3,6
Cc1nc2ccccc2nc1SCC(=O)N1CCC(C)CC1,21,-1,0.4,-4,-7,19,15,13,2
CNC(=O)CSc1nnc(-c2ccccn2)n1Cc1ccco1,-3,-1,0.8,2,17,30,-1,8,-8
N#Cc1c(N)[nH]c(=S)c(C#N)c1-c1ccccc1,2,1,0.5,5,-1,23,1,-5,6
CN1CCc2c(sc(NC(=O)c3ccc(C(=O)c4ccccc4)cc3)c2C(N)=O)C1,10,2,2.7,11,10,12,15,5,20
CCOC(=O)c1sc(=NC(=O)c2ccc(S(=O)(=O)N3CC(C)OC(C)C3)cc2)n(C)c1C (configuration not stated),13,2,-2.3,0,-8,2,33,-12,-10
COc1ccc(CCNC(=O)CSc2nnnn2C)cc1OC,7,8,0.5,-1,-8,-8,-1,-7,-10
CC(Oc1ccc(Cl)cc1Cl)C(=O)NC(=S)N1CCc2ccccc21 (configuration not stated),48,-2,-2.3,27,2,19,-4,2,4
O=C(Nc1cc(S(=O)(=O)N2CCOCC2)ccc1N1CCOCC1)c1ccc([N+](=O)[O-])s1,8,-1,2.9,-3,6,37,-3,17,-24
O=C(CSc1nnc(-c2cnccn2)n1Cc1ccco1)c1ccc(Cl)cc1,10,-1,-0.3,12,-6,-9,1,-2,6
CC(=O)OC(C(=O)NC1CCCCC1)c1ccc(Cl)cc1 (configuration not stated),-1,1,-0.9,-2,-6,0,6,5,-8
Cc1ccc(Cl)c(NC(=O)CSc2cccc[n+]2[O-])c1Cl,11,3,1.4,-6,22,4,4,15,-1
O=C(NC1CC2CCC1C2)C1CCN(S(=O)(=O)c2ccc(-c3nn[nH]n3)cc2)CC1 (configuration not stated),-4,0,-4.0,4,20,9,5,4,-1
Cc1ccc(S(=O)(=O)NC(C)CCc2ccccc2)cc1 (configuration not stated),13,1,-0.8,-5,13,9,-15,4,1
CSCCC(NC(=O)c1ccccc1Cl)C(=O)N(C)CC(=O)Nc1ccc(N2CCOCC2)cc1 (configuration not stated),14,-7,-0.2,-2,-2,13,-6,11,-1
Cc1c(C(=O)O)oc2c1C(=O)CC(C)(C)C2,10,1,-0.3,7,21,-16,2,1,-2
CC1(C)CC(=O)C2=C(C1)OC(N)=C([N+](=O)[O-])C2c1ccc(F)cc1 (configuration not stated),0,-1,-2.1,-11,4,15,9,-2,-8
O=c1[nH]c(=O)n([C@H]2C[C@H](O)[C@@H](CO)O2)cc1C(F)(F)F,-16,-6,0.3,2,48*,60*,42,46,5
COc1ccc(Nc2ncc3c(n2)CC(c2ccc(C)cc2)CC3=O)cc1 (configuration not stated),11,0,2.2,-1,8,8,-2,0,14
O=C(Cn1c(=O)c2cccn2c2ccccc21)NCc1cccc(F)c1,2,-2,-0.6,1,-49,-23,-10,1,4
COc1nc2ccc(C)cc2cc1-c1noc(-c2cccnc2)n1,-6,0,-0.7,-5,-11,9,9,0,7
COc1ccc(CCNC(=O)C2CCN(S(=O)(=O)c3ccc(OC)c(OC)c3)CC2)cc1,8,5,-0.1,-1,-16,-12,5,0,-5
Cc1ccc(S(=O)(=O)N/N=C/c2cccn2-c2ccc(Cl)cc2)cc1,-2,-3,-1.7,18,12,-15,10,17,9
O=C1CN(C(=O)COC(=O)c2ccco2)c2ccccc2N1,5,-2,-0.1,-16,-1,-28,-4,8,-2
c1ccc2cc(N3CCCCC3)ccc2c1,9,·,·,-20,·,·,-23,·,-11
Cc1ncc([N+](=O)[O-])n1CCOC(=O)NC(NCc1ccccc1)C(Cl)(Cl)Cl (configuration not stated),-24,1,0.4,-7,19,2,5,10,2
O=S(=O)(NCCc1nnc2ccc(SCc3cccnc3)nn12)c1ccccc1,-1,2,-0.7,-2,5,23,-3,0,-1
CC(C)(C)c1ccc(C2=CC(c3ccccc3F)n3ncnc3N2)cc1 (configuration not stated),10,1,6.0,-8,-25,-12,-16,-7,11
CC(C)CC(NC(=O)/C(=C/c1ccco1)NC(=O)c1ccc(Br)o1)C(=O)O (configuration not stated),5,-1,1.5,-4,9,-1,-2,1,-6
Cc1n[nH]c(=S)n1/N=C/c1ccc(OCc2ccc(Cl)cc2Cl)cc1,4,2,5.0,0,-69,-72,-49,-67,-55
COc1cc(NC(=O)c2cc(-c3cccc(O)c3)on2)cc(OC)c1OC,6,2,2.4,-3,30,44,16,35,-2
COC(=O)C1=NN[C@H](C(=O)OC)[C@H]1c1ccccc1,13,6,-1.0,-5,1,0,0,1,-4
COCCN1CCn2c(nc3cc(NC(=O)c4cccs4)ccc32)C1,1,-2,0.9,-3,17,-15,3,6,-16

Source: PubChem (Sanford-Burnham Center for Chemical Genomics)
